Mtb RmlCD inh: blocks M. tuberculosis RmlC and RmlD coupled enzymes; inhibition, % at 3.6 µM; P9WH09+P9WH11; 160,000 tested, 0.03% active; RmlC+RmlD coupled enzyme assay, percent inhibition; primary screen in compound mixtures; AID 1533; in the data active means inhibition mostly above about 34%, no sharp cut-off; further: some results filed as inactive read as strong as hits
Target sequence (P9WH09 whole entry, looked up): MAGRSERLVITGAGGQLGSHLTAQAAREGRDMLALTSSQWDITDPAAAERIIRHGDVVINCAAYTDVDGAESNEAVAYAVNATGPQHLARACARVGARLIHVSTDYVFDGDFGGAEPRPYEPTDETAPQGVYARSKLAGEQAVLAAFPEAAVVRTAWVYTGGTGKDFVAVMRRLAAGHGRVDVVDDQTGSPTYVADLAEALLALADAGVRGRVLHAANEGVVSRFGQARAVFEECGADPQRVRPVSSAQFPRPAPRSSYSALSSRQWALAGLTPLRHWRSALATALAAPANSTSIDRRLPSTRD
Target sequence (P9WH11 whole entry, looked up): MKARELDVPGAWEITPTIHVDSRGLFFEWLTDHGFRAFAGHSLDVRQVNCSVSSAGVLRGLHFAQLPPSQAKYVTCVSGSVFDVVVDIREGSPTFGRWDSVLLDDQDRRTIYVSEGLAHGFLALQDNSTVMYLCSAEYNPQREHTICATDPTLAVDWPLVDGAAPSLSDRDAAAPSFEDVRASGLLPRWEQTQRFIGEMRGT
M. tuberculosis GlmU: inhibition of mycobacterial GlmU enzyme – biochemical, glucosamine-1-phosphate acetyltransferase (AID 1376); M. tuberculosis GlmU acetyltransferase enzyme assay; higher % means a stronger effect; inhibition, %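 (tested at 30 µM in the primary screen)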; hits with a dose series show IC50 in µM; 220,000 tested, 0.25% active; in the data active means inhibition above about 13%;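 further: 0% = complete reaction with vehicle and 100% = reaction without substrate; strong numbers were not always called active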
Starred values were filed as active, the others as inactive; / = no result given. The list is partial. The share of hits here may be higher or lower than overall.

SMILES	Mtb RmlCD inh	M. tuberculosis GlmU
COc1ccccc1-c1nnc(SC(C(=O)c2c[nH]c3ccccc23)c2ccccc2)n1C (stereo unspecified)	-7.9	3.1%
Cc1c(Cl)cccc1NC(=O)CCC(=O)NNC(=O)CCC(=O)O	-10.3	1.8%
CC1=C(C)NC(=S)SC1	-4.7	2.4%
CCn1c(SCC(=O)N2CCN(c3ccccc3)CC2)nnc1-c1cc2cc(Cl)ccc2o1	-13.5	-2.4%
O=C(NNC(=O)c1c(F)cccc1F)c1ccccc1OC(F)(F)F	10.7	5.7%
Cc1ccc(N2C(=O)C3C4C=CC(CNC(=S)N5CCN(c6ccccc6)CC5)(O4)C3C2=O)cc1 (stereo unspecified)	-4.9	0.0%
CC(=O)N[C@@H](Cc1ccc(OC(F)(F)F)cc1)C(=O)O	-7.5	3.5%
Cc1c(C)c(C)c(S(=O)(=O)n2[nH]c(=O)c(CCO)c2C)c(C)c1C	3.5	-3.0%
O=C(Cc1cccs1)NNC(=O)c1ccc(F)cc1	19.1	-3.1%
Cc1ccc(C(=O)OCC(=O)NCCC2=CCCCC2)cc1N	-8.5	4.5%
Cc1cc(NC(=O)CCC(=O)N(c2ccccc2)C(C(=O)NC2CCCC2)c2cccs2)no1 (stereo unspecified)	/	5.7%
O=[N+]([O-])c1ccc(N/N=C/c2ccccc2)c(F)c1	-2.9	-6.6%
CC1=NN(c2ccccc2)C(=O)/C1=C/c1cn(C)c2ccccc12	8.1	-4.8%
COc1ccc(C(C)NC(=O)c2ccc(Br)cc2)cc1OC (stereo unspecified)	-4.5	2.5%
O=S(=O)(NCCc1ccccc1F)c1cccc(S(=O)(=O)N2CCOCC2)c1	-0.8	2.3%
CC(=O)c1cccc(NC(=O)CN2C(=O)C3C4C=CC(C4)C3C2=O)c1 (stereo unspecified)	-0.4	1.4%
COc1ccccc1C/C(N)=N/OC(=O)COc1ccc(C)cc1C	/	-7.9%
CNC(C)C#Cc1ccc2c(=O)c3ccccc3oc2c1 (stereo unspecified)	/	4.7%
O=C(O)c1ccc(C(=O)c2ccc3c(c2)C(=O)N(Cc2ccco2)C3=O)cc1	1.7	-1.9%
O=c1oc(-c2cccc(S(=O)(=O)N3CCOCC3)c2)nc2ccccc12	6.5	-1.9%
O=C1Nc2ccccc2C1Cc1ccccc1 (stereo unspecified)	7.5	-0.7%
COc1ccc(CS(=O)c2nc(C)cc(C)c2S(C)(=O)=O)cc1 (stereo unspecified)	-3.2	-1.0%
CC(C)Nc1ncnc2c1cnn2-c1ccccc1	28.1	1.7%
CC(C)N1CCC(N2CCN(CCCn3cccn3)CC2CCO)CC1 (stereo unspecified)	-9.4	5.5%
CCOc1ccc(C(=O)Nc2cccc(C(=O)O)c2C)cc1Cl	-0.9	2.3%

Reprinted at random: 2 compounds from above
SMILES	Mtb RmlCD inh	M. tuberculosis GlmU
CC(C)N1CCC(N2CCN(CCCn3cccn3)CC2CCO)CC1 (stereo unspecified)	-9.4	5.5%
Cc1c(Cl)cccc1NC(=O)CCC(=O)NNC(=O)CCC(=O)O	-10.3	1.8%

The listing picks up with the three entries that preceded the break.
SMILES	Mtb RmlCD inh	M. tuberculosis GlmU
CC(C)Nc1ncnc2c1cnn2-c1ccccc1	28.1	1.7%
CC(C)N1CCC(N2CCN(CCCn3cccn3)CC2CCO)CC1 (stereo unspecified)	-9.4	5.5%
CCOc1ccc(C(=O)Nc2cccc(C(=O)O)c2C)cc1Cl	-0.9	2.3%
CCOc1ccc(C(=O)c2cc([N+](=O)[O-])ccc2Cl)cc1	14.1	-4.5%
CCOC(=O)c1ccccc1NS(=O)(=O)c1ccc(OC)cc1	/	2.1%
O=S(=O)(Nc1nc2ccccc2nc1Cl)c1ccc2c(c1)OCCO2	/	-6.2%
COC(=O)c1ccc(NC(=O)CNc2ccccc2)cc1	-0.2	-1.7%
CS(=O)(=O)N1CCN(C(=S)NCc2ccc(Cl)cc2)CC1	1.3	2.7%
Cc1cccn2cc(-c3cccc(NC(=O)c4cccs4)c3)nc12	-3.9	-3.0%
CCC(=O)N(CC(=O)Nc1sc(C)c(C)c1C(N)=O)C1CCCC1	-7.3	-4.7%
Cc1ccc(NC(=O)COC(=O)CCNS(=O)(=O)c2ccc(C)c(C)c2)cc1	-5.1	-5.0%
Cc1cccc(OCCCC(=O)Nc2ccc(N3CCCCC3)cc2)c1	/	1.4%
CCC(C)(C)NC(=O)C(c1ccc(F)cc1)N(Cc1ccccc1)C(=O)c1cnccn1 (stereo unspecified)	-9.7	-0.5%
CCCN1CNc2c(c(=O)[nH]c(=S)n2-c2ccccc2Cl)C1	0.8	1.8%
N#CCSc1nnc(-c2ccccc2O)n1Cc1ccccc1	/	0.0%
O=C(NNC(=S)Nc1ccc(Cl)cc1Cl)c1ccc(N2CCOCC2)c([N+](=O)[O-])c1	20.3	3.7%
Cc1c(Cl)cccc1NC(=O)c1cccc(NC(=O)CCC(=O)O)c1	-7.0	-3.6%
COC(=O)[C@H](CC(C)C)NC(=O)Nc1ccccc1F	4.2	-0.4%
C/C=C/C=C\C(=O)Nc1cccc(C2=NOC3(C2)C[C@H](C(N)=O)N(C(=O)CC#N)C3)c1 (stereo partly specified)	/	-2.4%
Cc1ccc(-n2cccn2)cc1	/	-1.1%
COc1ccccc1/C=c1\sc2nc(-c3ccccc3OC)nn2c1=O	11.5	/
COc1ccc(C(=O)Nn2cc3c(c2-c2ccccc2)c(=O)n(C)c(=O)n3C)cc1	6.4	3.7%
CCCC[C@@H]1CNC(=S)N1CCc1cccc(F)c1	/	-0.6%
Cc1cccc(/C(N)=N/OC(=O)CCc2ccccc2)c1	4.2	3.8%
N#Cc1ccc(N2CCc3ccccc3C2)c([N+](=O)[O-])c1	6.9	-6.6%
S=c1[nH]ncn1/N=C/c1ccccc1	6.6	-2.3%
CCCN1CCC(N2CCN(c3cccc(C(F)(F)F)c3)CC2)CC1	/	3.2%
CC(NC(=O)c1ccccc1NS(C)(=O)=O)c1ccccc1 (stereo unspecified)	13.8	-1.9%

The list continues.
SMILES	Mtb RmlCD inh	M. tuberculosis GlmU
CS(=O)(=O)Nc1ccc2[nH]c(=O)[nH]c2c1	3.0	3.4%
CC1=C(C(=O)OC(C)C)C(c2ccc(C)o2)C(C(=O)OC(C)C)=C(C)N1	12.2	4.4%
Cc1ccc(C2C3C(=O)N(c4ccccc4)C(=O)C3N3CCCN23)cc1 (stereo unspecified)	-5.6	4.2%
CCC1=NN(C(=O)Cc2ccc([N+](=O)[O-])cc2)C(O)(c2ccncc2)C1 (stereo unspecified)	15.3	-5.2%
COc1cc(/C=C2/C(C)=C(C#N)c3nc(N)c(C#N)c(C)c32)ccc1OCC(=O)O	/	5.1%
Cc1nc(SCC(=O)c2ccc(F)c(F)c2)[nH]c(=O)c1Oc1ccc(Cl)cc1	-0.1	4.5%
Cc1cccc(NC(=S)NCc2ccc3c(c2)cc(C)n3C)c1C	-8.4	-3.9%
Cc1cc(C(=O)NCc2ccc(S(N)(=O)=O)cc2)c(C)o1	7.1	4.4%
CCOC(=O)/C(C#N)=C1\C(=O)N(Cc2ccccc2)c2ccccc21	7.1	4.4%
O=C(NNC(=O)c1cccs1)c1ccc(Cl)c([N+](=O)[O-])c1	-2.0	1.3%
CCCCS(=O)(=O)Nc1ccc2cn[nH]c2c1	4.7	1.4%
O=CN1CCN(C(=O)c2ccc([N+](=O)[O-])cc2)CC1	5.0	5.8%
CN1CCSc2ccc(C(=O)Nc3cc(F)ccc3F)cc21	/	-5.7%
COC(=O)c1ccc(-c2ccc(/C=N/NC(=O)Cc3nnc(N)s3)o2)cc1	16.4	-0.8%
CC12CCC(C(=O)N3CCOCC3)([C@H](Br)C1=O)C2(C)C (stereo partly specified)	-4.5	-8.4%
CCOc1ccc(C2c3cc(OC)c(OC)cc3CC(=O)N2c2ccccc2)cc1 (stereo unspecified)	/	4.2%
Nc1nc2ccc(O)cc2s1	5.5	4.6%
Cc1ccc(CSCCNC(=O)c2ccc(N(C)S(=O)(=O)c3ccccc3)cc2)cc1	-12.5	0.3%
CCOc1cc(S(=O)(=O)Nc2cc(C)cc(C)c2)ccc1Cl	3.0	2.2%
COc1ccc(S(=O)(=O)Nc2ccc(O)c(Sc3ncn[nH]3)c2)cc1	/	7.1%
CC(NC(=O)c1cn(C(C)c2ccccc2F)nn1)c1ccncc1 (stereo unspecified)	5.7	-1.4%
COc1ccc2cc(C#N)c(Cl)nc2c1	/	7.0%
COc1cc(/C=C(\C#N)c2nc3ccccc3[nH]2)cc(OC)c1O	-9.1	5.0%
Cc1ccc(/C=C/C(=O)Nc2nn[nH]n2)o1	/	0.0%
COCCNC(=O)/C(C#N)=C/C=C/c1ccccc1[N+](=O)[O-]	-6.2	-0.8%

(cont.)
SMILES	Mtb RmlCD inh	M. tuberculosis GlmU
CCOC(=O)c1ccc[n+](CC(=O)Nc2ccccc2OC(F)F)c1	-10.5	0.1%
O=C(Nc1cc(=O)[nH]c2nc(-c3ccc(Cl)cc3)nn12)c1ccccc1	9.5	-4.1%
CCC(C)CCCCNC1=NCCS1 (stereo unspecified)	-9.5	-5.5%
COc1cccc(C(C)NC(=S)NCc2ccc(Cl)cc2)c1 (stereo unspecified)	-6.8	-0.3%
CCOc1ccc(NCC2CCOC(C)(C)C2)cc1 (stereo unspecified)	-4.5	1.8%
C1CN(c2nc3nonc3nc2N2C[C@H]3CC[C@H]2C3)CCS1	-7.7	-1.0%
C/C(=N\Nc1nc(C)cc(C)n1)c1ccc(C)o1	10.4	7.0%
O=C(O)CCCCn1c(SCc2cc(=O)n3cc(Cl)ccc3n2)nc2ccsc2c1=O	/	1.5%
CC(C)CC1NC(=O)N(Cc2cc(=O)n3ccsc3n2)C1=O (stereo unspecified)	/	0.6%
Nc1cc(Cl)ccc1C(=O)OCC(=O)NC1CCS(=O)(=O)C1 (stereo unspecified)	/	3.1%
CN(C)c1ccnc(Oc2ccc(C(C)(C)C)cc2)c1C#N	27.6	-1.1%
CC(C)NC(=O)C1CCN(C2CCN(C(=O)Cc3ccc4c(c3)OCO4)CC2)CC1	-11.8	2.6%
O=C(CN1CCCCC1)c1ccc2c(c1)OCO2	-3.3	-5.5%
COc1cc(CCCN2C(=S)NC[C@@H]2CCCCN)cc(OC)c1OC	/	-1.8%
O=C(CNC(=O)c1ccco1)OCC(=O)c1ccc(Cl)cc1	7.6	0.2%
COc1cc2c3nnc(-c4ccccc4)c-3cn(Cc3ccccc3F)c2cc1OC	2.6	-3.4%
Cc1cc(=O)oc(C)c1C(=O)NCCCN1CCN(c2ccccc2F)CC1	-3.8	-1.4%
CCOc1cc(NC(=S)NC)c(OCC)cc1NC(=O)c1ccc(OC)cc1	-9.2	0.9%
COc1ccc(NC2CC(=O)N(c3ccccc3)C2=O)cc1 (stereo unspecified)	13.0	-4.0%
Cc1ccc(C2CC(c3cccs3)=NN2C(=O)CSc2nc3ccccc3o2)cc1 (stereo unspecified)	/	3.0%
CCN1C(=O)/C(=c2\sc3nc(=O)c(Cc4ccccc4)nn3c2=O)c2ccccc21	7.0	4.3%
O=C(CCc1n[nH]c(=O)[nH]c1=O)N1CCCCC1	-4.1	-3.6%
CCOC(=O)c1c(C)n(CCNC(C)=O)c2ccc(O)cc12	5.3	3.1%
COc1cc2c(C(=O)N3CCN(Cc4ccc5c(c4)OCO5)CC3)cn(C)c(=O)c2cc1OC	-5.1	/
O=S1(=O)CC/C(=N\Nc2ccc(F)cc2)c2ccsc21	-7.8	-2.6%

New compounds follow.
SMILES	Mtb RmlCD inh	M. tuberculosis GlmU
CCn1c2ccccc2c2nnc(SCCCn3c(=O)[nH]c4ccccc43)nc21	/	8.8%
O=C(CNC(=S)N(Cc1ccccc1)Cc1cccnc1)NC1CC1	-8.2	2.5%
CNC(=S)N(Cc1ccc2c(c1)OCO2)C1CC(=O)N(c2ccc(F)cc2)C1=O (stereo unspecified)	/	-4.3%
O=C(Nc1ccccc1C(=O)NC1CCCC1)NC1CCCC1	/	8.5%
CCOC(=O)c1cc(-c2ccc3c(c2)OCO3)nc2onc(C)c12	14.9	-1.9%
CCOC(=O)N1CCN(CC(O)COCc2cc(OC)c(OC)c(OC)c2)CC1 (stereo unspecified)	16.2	-0.5%
CSc1oc(-c2ccco2)nc1S(=O)(=O)c1ccccc1	5.6	-0.6%
CC1(C)CC(=O)N(CC(=O)O)c2ccccc2S1(=O)=O	-6.9	-9.2%
COc1ccc2oc3cc(C)[n+]([O-])c(-c4ccc(Br)cc4)c3c2c1	0.1	3.9%
O=C(CCNC(=O)c1ccc(Br)o1)NCc1ccccn1	5.3	-5.0%
O=[N+]([O-])c1ccc(Nc2nc(NCCO)nc(N3CCCC3)n2)cc1	-3.2	0.0%
CCCCCCC(=O)N1C/C=C\C(c2ccc(OC)cc2)N(Cc2ccc(F)cc2)C(=O)[C@H]1Cc1ccccc1 (stereo partly specified)	/	0.2%
CCCC(=O)N(c1ccc2oc(=O)sc2c1)S(=O)(=O)c1cccs1	10.9	4.0%
N#Cc1ccc(NC(=S)NC(=O)CCc2ccc(S(=O)(=O)N3CCOCC3)cc2)cc1	-3.8	-1.0%
NC(=O)Cn1c(=O)oc2ccccc21	4.5	-5.2%
CCOC(=O)CN1C(c2ccc(O)cc2)Nc2ccc(Br)cc2C1c1ccccc1 (stereo unspecified)	/	-0.4%
Cc1ncoc1C(=O)N1CCCC(CCC(=O)NCc2ccc(F)c(F)c2)C1 (stereo unspecified)	-12.4	7.5%
O=S(=O)(Nc1ccccc1)c1ccc2c(c1)CCO2	-2.0	2.0%
Cc1ccc(CSc2nnc(-c3ccncc3)n2CC2CCCO2)cc1 (stereo unspecified)	/	-7.0%

3 neighbouring records already listed, quoted:
SMILES	Mtb RmlCD inh	M. tuberculosis GlmU
N#Cc1ccc(NC(=S)NC(=O)CCc2ccc(S(=O)(=O)N3CCOCC3)cc2)cc1	-3.8	-1.0%
NC(=O)Cn1c(=O)oc2ccccc21	4.5	-5.2%
CCOC(=O)CN1C(c2ccc(O)cc2)Nc2ccc(Br)cc2C1c1ccccc1 (stereo unspecified)	/	-0.4%

Bioassay records from PubChem BioAssay.
